# NS3h inh CB = hepatitis C NS3 helicase inhibition, primary screen; NS3h Cy5-dT15 DNA binding, fluorescence polarization; AID 687043; hit rate 1.6% among 16,000; inhibition, % at 100 µM;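 active = inhibition above the average over every tested compound plus 3 SD, cut at about 40% in these data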
# Cy5 interf NS3h = Cy5 fluorescence interference, HCV helicase counter-screen; Cy5-dT15 DNA with NS3h; actives lie on both sides; signal over control mean, under 1 quenches; hit rate 6% among 16,000; fluorescence interference ratio at 100 µM;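 active = compound fluorescence over control fluorescence at most 0.8, a quencher, or at least a set upper limit, an enhancer; inactive = ratio between 0.8 and the set upper limit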
# An asterisk follows results filed as active.
SMILES,NS3h inh CB,Cy5 interf NS3h
COC(=O)C1=C(C)N(C)C(C)=C(C(=O)OC)C1c1cccs1,2,1
CCC(=NCCc1ccccc1)C1=C(O)CCC1=O,0,1.1
O=C(Nc1cccc(Br)c1)c1ccccc1,-4,1
CC1(C)CC(NC(=S)Nc2ccc(F)cc2)CC(C)(C)N1,5,1
Cc1ccc(SCCNC(=O)CN(c2cccc(Cl)c2)S(=O)(=O)c2ccccc2)cc1,9,0.97
O=C(NC(=S)Nc1ccc(Cc2ccncc2)cc1)c1ccc(Cl)cc1,13,0.99
COC(=O)C1=C(C)N(CC(C)C)C(=O)/C1=C\c1cccc([N+](=O)[O-])c1,17,1
CC(Sc1nc2ccc(Br)cc2c(=O)n1-c1ccccc1)c1ccccc1 (centres undefined),-1,0.94
COc1ccc(OCCC(=O)c2ccc(OC)c(OC)c2)cc1,14,0.99
O=C(CN1C(=O)c2ccccc2C1=O)Nc1ccc(F)c(F)c1,24,0.99
O=C(NCc1cccs1)C(=O)Nc1ccccc1,2,0.94
COc1cc(NC(=O)c2cc([N+](=O)[O-])ccc2N2CCCCCC2)c2ncccc2c1,9,0.96
O=C(NCCCN1CCOCC1)/C(=C/c1ccc(-c2ccc(Cl)cc2)o1)NC(=O)c1ccccc1,0,1
COc1ccc(/C=C2\CCC/C(=C\c3ccc(OC)c(OC)c3)C2=O)cc1OC,11,0.98
COc1cccc(NC(=O)/C(=C/c2ccccc2)c2ccccc2)c1,14,1
O=C(Cc1ccccc1[N+](=O)[O-])N1CCN(c2ccc(F)cc2)CC1,1,1
COc1cccc(CN2CCN(C3CCC(C)CC3)CC2)c1 (centres undefined),-6,1.1
O=C(O)c1cc(NC(=O)c2ccco2)cc(C(=O)O)c1,-3,1
CCOc1ccc(N(CC(=O)NCCSc2ccccn2)S(C)(=O)=O)cc1,4,1.1
C=CCN1C(=O)/C(=C\c2cc(Br)c(OCc3ccc(F)cc3)c(OC)c2)SC1=S,-9,1.2
COc1ccc(OC)c(NC(=O)c2ccccc2[N+](=O)[O-])c1,-8,1.1
COc1cccc(N2C(=O)C(=O)C(=C(O)c3ccccc3)C2c2ccc(Cl)cc2)c1 (centres undefined),9,1
CC(=O)N1CCN(c2ccc(NC(=O)c3cc(Cl)ccc3Cl)cc2)CC1,6,1.1
CCN(CC)C(=O)CN(c1ccc(Oc2ccccc2)cc1)S(C)(=O)=O,1,0.99
COc1ccc(S(=O)(=O)NC(C)C2C3CC4CC(C3)CC2C4)cc1 (centres undefined),8,0.98
O=C(C#Cc1ccccc1)Nc1ccc(Cl)cc1,21,0.94
O=C(N1CCN(c2ccc([N+](=O)[O-])cc2)CC1)S(=O)(=O)c1ccccc1,14,0.96
Cc1ccccc1NC1(c2ccccc2Cl)C(=O)c2ccccc2C1=O,9,0.74*
COc1ccc(OC)c(CN2CCN(Cc3cccc(C)c3)CC2)c1,-16,0.99
Cc1ccc(NC(=O)CN2CCOCC2)c(C(=O)c2ccccc2)c1,5,0.96
CC1=C(C(=O)OCCOc2ccccc2)C(c2coc3ccc(Cl)cc3c2=O)C2=C(CC(C)(C)CC2=O)N1 (centres undefined),7,0.98
Cc1ccc(S(=O)(=O)c2nc(N)sc2Cl)cc1,6,1.1
O=C(/C=C/c1cccc([N+](=O)[O-])c1)NCCC12CC3CC(CC(C3)C1)C2,11,0.92
Cc1oc2ccc(OC(=O)c3ccc([N+](=O)[O-])cc3)cc2c1C(=O)OC(C)C,10,0.95
CCOc1cc(/C=C2\C(=O)NC(=S)N(c3ccc(Br)cc3)C2=O)ccc1O,3,1
Cc1ccc(CCC(=O)Nc2ccc([N+](=O)[O-])cc2)o1,10,0.98
O=P(CCCO)(c1ccccc1)c1ccccc1,2,0.94
COC(=O)c1ccc(N2CCOCC2)c([N+](=O)[O-])c1,2,1
Cc1cc(C)nc(N=C(N)Nc2ccc(C(=O)O)cc2)n1,-14,1.1
Cc1ccc(N2C(=O)CC(N3CCN(c4ccccc4F)CC3)C2=O)cc1 (centres undefined),8,1.1

# A different layout for 17 compounds above.
SMILES | NS3h inh CB | Cy5 interf NS3h
O=C(Nc1cccc(Br)c1)c1ccccc1 | -4 | 1
CC1(C)CC(NC(=S)Nc2ccc(F)cc2)CC(C)(C)N1 | 5 | 1
Cc1ccc(SCCNC(=O)CN(c2cccc(Cl)c2)S(=O)(=O)c2ccccc2)cc1 | 9 | 0.97
O=C(NC(=S)Nc1ccc(Cc2ccncc2)cc1)c1ccc(Cl)cc1 | 13 | 0.99
COC(=O)C1=C(C)N(CC(C)C)C(=O)/C1=C\c1cccc([N+](=O)[O-])c1 | 17 | 1
CC(Sc1nc2ccc(Br)cc2c(=O)n1-c1ccccc1)c1ccccc1 (centres undefined) | -1 | 0.94
COc1ccc(OCCC(=O)c2ccc(OC)c(OC)c2)cc1 | 14 | 0.99
O=C(CN1C(=O)c2ccccc2C1=O)Nc1ccc(F)c(F)c1 | 24 | 0.99
O=C(NCc1cccs1)C(=O)Nc1ccccc1 | 2 | 0.94
COc1cc(NC(=O)c2cc([N+](=O)[O-])ccc2N2CCCCCC2)c2ncccc2c1 | 9 | 0.96
O=C(NCCCN1CCOCC1)/C(=C/c1ccc(-c2ccc(Cl)cc2)o1)NC(=O)c1ccccc1 | 0 | 1
COc1ccc(/C=C2\CCC/C(=C\c3ccc(OC)c(OC)c3)C2=O)cc1OC | 11 | 0.98
COc1cccc(NC(=O)/C(=C/c2ccccc2)c2ccccc2)c1 | 14 | 1
O=C(Cc1ccccc1[N+](=O)[O-])N1CCN(c2ccc(F)cc2)CC1 | 1 | 1
COc1cccc(CN2CCN(C3CCC(C)CC3)CC2)c1 (centres undefined) | -6 | 1.1
O=C(O)c1cc(NC(=O)c2ccco2)cc(C(=O)O)c1 | -3 | 1
CCOc1ccc(N(CC(=O)NCCSc2ccccn2)S(C)(=O)=O)cc1 | 4 | 1.1

# (cont.)
SMILES,NS3h inh CB,Cy5 interf NS3h
Cc1ccc(C2CC(C(F)(F)F)n3ncc(C(=O)Nc4ccc(C)c(C)c4)c3N2)cc1 (centres undefined),2,0.98
O=S(=O)(c1ccc(Cl)cc1)c1ccc(Oc2ccc(Cl)cc2)cc1,-4,1.1
C=CCN1C(=O)NC(=O)/C(=C/c2cc(OC)c(OC(C)=O)c(OC)c2)C1=O,11,1
CCCC(C)NC(=O)Cc1ccccc1 (centres undefined),3,1.1
COc1cc(C(=O)Nc2ccc(Cl)cn2)cc(OC)c1OC,14,1.1
COc1cc(C2Nc3ccccc3C(=O)N2Cc2ccccc2)cc(OC)c1OC (centres undefined),6,0.94
CC(C)N1C(=O)/C(=C\c2ccc(F)cc2)SC1=S,1,0.95
Cc1ccc(C)c(NC(=O)c2ccc(-c3cccc(Cl)c3C)o2)c1,7,0.99
COc1ccc(N2C(=O)c3ccccc3NC2c2ccc(Br)cc2)cc1 (centres undefined),10,1.1
CCC(=O)NC(c1ccc(OC)c(OC)c1)c1c(O)ccc2ccccc12 (centres undefined),5,1
Cc1ccc2cccc(SCC(=O)Nc3ccc([N+](=O)[O-])cc3)c2n1,7,1
CS(=O)(=O)N(CC(=O)Nc1ccc(I)cc1)c1cccc(Cl)c1,6,0.92
Cc1cccc(/C=N\NC(=O)/C(=C\c2ccc3c(c2)OCO3)NC(=O)c2ccccc2)c1O,13,1.1
O=C(Nc1cccc2ccccc12)c1ccc(S(=O)(=O)N2CCOCC2)cc1,11,0.97
Cc1ccc(OCCSc2ncnc3nc[nH]c23)cc1,1,0.93
COc1cc(/C=C2/C(=O)NC(=O)N(c3ccccc3F)C2=O)ccc1OCc1ccc(C(=O)O)cc1,5,1.1
COc1ccc(NS(=O)(=O)c2cc(C)ccc2C)cc1,9,0.96
CCOc1cc(/C=C(\C#N)c2nn(-c3ccccc3)c(N)c2C#N)cc(Br)c1OC,-3,1
Cc1ccccc1NC(=O)/C(=C\c1cccs1)NC(=O)c1ccc(C(C)(C)C)cc1,-1,1
O=C1c2ccccc2NC(c2ccc3c(c2)OCO3)N1c1ccc(F)cc1 (centres undefined),13,1.1
COC(=O)c1cc(NC(=O)c2cccc(OCc3ccccc3)c2)cc(C(=O)OC)c1,3,1.2*
CCOc1ccc(NC(=O)c2cc(-c3ccc(OC)cc3)nc3ccccc23)cc1,14,0.92
COc1ccc(/C=C/C(=O)NC(=S)Nc2ccccc2C)cc1OC,4,1
O=S(=O)(N=Nc1c(O)[nH]c2ccccc12)c1ccc(Cl)cc1,-13,1
O=c1oc(-c2ccccc2Cl)nc2sc3c(c12)CCCCC3,-5,0.97
Cc1c(Cl)cccc1N1C(=O)C2C3C=CC(C4CC34)C2C1=O (centres undefined),2,1
CCOC(=O)CCc1c(C)nc2cc(-c3cccc(F)c3)[nH]n2c1=O,7,1.1
CCOc1ccc(NC(=S)NC(=O)/C=C/c2ccc(OC)c(OC)c2)c([N+](=O)[O-])c1,-6,0.8*
COc1ccc(C(=O)N(c2ccccc2)C2CC(C)Nc3ccccc32)cc1 (centres undefined),13,1
COc1ccc(-c2nnc(SCC(=O)Nc3ccc(C)cc3Br)o2)cc1,2,0.9
CCOc1cc(C(=O)Nc2ccc(N3CCN(C(C)=O)CC3)cc2)cc(OCC)c1OCC,2,0.93
COc1cc(-c2noc(-c3ccccc3C)n2)cc(OC)c1OC,16,0.9
O=C(/C=C/c1cccs1)Nc1ncc(Cc2ccccc2Cl)s1,-5,1.1
CC(=O)Oc1ccc(/C=N\NS(=O)(=O)c2ccccc2)cc1,4,1.1
Cc1ccc(NC(=O)c2cc(F)c(F)cc2Cl)nc1,-6,1
COCCCN1C(=O)/C(=C\c2ccc(OC)c(OC)c2)SC1=S,12,1.1
C=CCn1c(SCC(=O)c2ccc(Br)cc2)nc2sc3c(c2c1=O)CCN(C)C3,8,1
COCCOC(=O)C1=C(C)NC(=O)CC1c1ccccc1OCc1ccccc1 (centres undefined),6,0.99
CCOc1ccc2nc(SCC(=O)c3ccc(C)cc3C)sc2c1,4,0.76*
CCOC(=O)Cn1nc(-c2ccccc2)c2ccccc2c1=O,29,1.1
O=C(COc1ccccc1)Nc1cccc(-c2nc3ccccc3[nH]2)c1,11,0.92
CCN(CC)c1ccc(/C=C2\C(=O)NC(=S)N(c3ccc(F)cc3)C2=O)c(O)c1,2,1.1
COc1cccc(CN2CCN(Cc3cc(OC)cc(OC)c3)CC2)c1,-9,1
CN(C)CCNC(=O)C12CC3CC(c4ccccc4)(C1)CC(c1ccccc1)(C3)C2,4,0.95
Cc1ccc(C(=O)Nc2ccccc2)cc1[N+](=O)[O-],10,0.63*
O=C(Nc1ccccc1)C1C2C3CCC(C3)C12 (centres undefined),-1,1
Cc1cc(N2CCN(c3ncccn3)CC2)n2c(nc3ccccc32)c1C#N,7,0.98
COc1ccc(C=C2C(=O)N(c3ccccc3)C(=S)N(c3ccccc3)C2=O)c(OC)c1,-18,0.97
CCCN=C(CCC)C1=C(O)C(C(=O)OC)C(C)(C)CC1=O (centres undefined),14,0.89
COc1ccc(-n2c(C)cc(/C=C(\C#N)C(=O)Nc3ccc(F)cc3)c2C)cc1,-3,1

# The listing continues.
SMILES,NS3h inh CB,Cy5 interf NS3h
Cc1cc(/C=C2\C(=O)NC(=O)N(c3ccccc3F)C2=O)c(C)n1C,8,1.1
Cc1ccc(-c2csc(/C(C#N)=C/c3cccc4ccccc34)n2)cc1,-4,0.98
O=C(c1cc(-c2ccccc2)nc2ccccc12)N1CCN(Cc2ccccc2)CC1,8,0.98
COc1ccc(N(CC(=O)Nc2ccc(C)cc2)S(C)(=O)=O)cc1Cl,19,0.9
COc1ccc(-n2nc3cc(C)c(NC(=O)c4ccc5c(c4)OCCO5)cc3n2)cc1,14,0.96
O=C(O)CCSc1nc2ccc([N+](=O)[O-])cc2s1,2,0.98
Cc1ccc(OCCOc2ccccc2/C=C2/SC(=S)N(C)C2=O)cc1,7,1
CCNC(=O)C(=O)Nc1ccc(Cl)cc1,-8,0.98
COc1ccc(/C=C/C(=O)N2CCC(CN3C(=O)c4cccc5cccc(c45)C3=O)CC2)cc1OC,12,0.84
Cc1ccccc1N=C(NOCc1ccccc1)c1nonc1N,16,1.1
COc1ccc(OC)c(NC(=O)c2cccc(C)c2)c1,-7,0.95
O=C(CCCN1C(=O)/C(=C\c2cccc(Br)c2)SC1=S)Nc1ccc(F)cc1,3,1.1
O=C(Cc1ccccc1)NC(c1ccccc1)c1ccc2cccnc2c1O (centres undefined),-3,1.1
O=C(Nc1ccc(NC(=S)NC(=O)c2ccco2)cc1)c1cccc(Cl)c1,7,1
COc1ccccc1N1CCN(/N=C\c2cc(Br)ccc2F)CC1,6,0.97
O=C1c2ccccc2NC(c2ccc(F)cc2)N1c1ccc(Cl)cc1 (centres undefined),2,0.94
N#C/C(=C/c1ccc(-c2ccc([N+](=O)[O-])cc2Br)o1)C(=O)Nc1ccc(F)cc1,4,1.1
CSc1ccc(S(=O)(=O)NCCSc2nc3ccccc3s2)cc1,8,0.95
O=C1NN(c2ccccc2)C(=O)/C1=C/c1ccc(OCCOc2ccccc2)cc1,8,0.99
CC1CN(Cc2c(O)ccc3c(-c4ccccc4)cc(=O)oc23)CC(C)O1 (centres undefined),7,1.1
C=CCOc1c(Br)cc(C2C(C(=O)OC)=C(C)NC3=C2C(=O)c2ccccc23)cc1OC (centres undefined),-1,1
C=C(C)COc1ccc2cc(-c3nc4ccccc4s3)c(=O)oc2c1,6,1
Cc1cccc(Cc2nnc(NC(=O)c3cccc(S(=O)(=O)N4CCOCC4)c3)s2)c1,-1,1.1
CSc1nsc(SC)c1NC(=O)OCc1ccccc1,-5,1
COc1ccc(C2C(C(=O)c3cccs3)=C(O)C(=O)N2c2nncs2)cc1 (centres undefined),2,0.99
N#C/C(=C\c1ccc(-c2ccccc2C(=O)O)o1)C(=O)Nc1ccccc1,10,1.1
COc1c(Cl)cc(C(=O)N2CCN(c3ccc([N+](=O)[O-])c(NC4CC4)c3)CC2)cc1Cl,14,0.83
CCOc1ccc(NC(=O)CN(c2ccc(C)c(Cl)c2)S(C)(=O)=O)cc1,17,0.96
CCCCOc1cccc(C(=O)Nc2ccc(-c3nc4ccccc4s3)c(O)c2)c1,12,1.2
COc1ccc(N(CC(=O)NCc2ccccc2)S(=O)(=O)c2ccc(C)c([N+](=O)[O-])c2)cc1,12,0.83

# Screens as filed in PubChem BioAssay.
